KOR beta-arrestin-1 – KOR antagonists, beta-arrestin recruitment, cell-based, luminescence, uHTS (AID 1778). inhibition, % at 10 µM; hits with a dose series show IC50 in µM. Kappa-type opioid receptor (Homo sapiens). hit rate 0.091% among 290,000. KOR beta-arrestin recruitment, luminescence, antagonist mode; higher % means a stronger effect; in the data active = inhibition above about 50%; also: strong numbers were not always called active
KOR beta-arrestin-2 – KOR agonists, beta-arrestin recruitment, primary screen, cell-based, luminescence, uHTS (AID 1777). hit rate 0.02% among 280,000. KOR beta-arrestin recruitment, luminescence; higher % means a stronger effect. activation, % at 10 µM, or EC50 in µM where a hit was titrated; in the data active = activation above about 50%, passing the limit was not always enough; also: a part of the inactive calls stands beside numbers as strong as those of hits
HIV peptide binding – inhibitors of HIV fusion peptide binding, primary screen, biochemical, uHTS, fluorescence dequenching (AID 1986); hit rate 0.3% among 290,000; cell-free peptide binding, fluorescence dequenching, 30 min; higher % means a stronger effect; inhibition, % at 20 µM; hits with a dose series show IC50 in µM; in the data active = inhibition mostly above about 52%, no sharp cut-off; inactive = mostly below about 76%; also: some results filed as inactive read as strong as hits
AID2073 – inhibitors of Mint1-CaV2.2 protein interaction, biochemical, HTRF (AID 2073); Voltage-dependent N-type calcium channel subunit alpha-1B (Homo sapiens); hit rate 0.19% among 290,000; one-dose inhibition, % at 20 µM; IC50 in µM for titrated hits; HTRF protein-protein interaction, Mint1-CaV2.2; higher % means a stronger effect; in the data active = inhibition mostly above about 51%, no sharp cut-off; inconclusive = no clear call, values can overlap the other calls; inactive = mostly below about 53%; also: some results filed as inactive read as strong as hits
NOD1 NF-kB reporter – NOD1 signaling inhibitors, primary screen, cell-based, luminescence, uHTS (AID 1578); NOD1-driven NF-kB luciferase reporter cells, luminescence; higher % means a stronger effect; inhibition, % at 4 µM; hits with a dose series show EC50 in µM; hit rate 1% among 290,000; in the data active = inhibition mostly above about 36%, no sharp cut-off; inactive = mostly below about 34%;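 also: HEK-293T reporter cells stimulated with the NOD1 agonist gamma-tri-DAP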
GPR55 beta-arrestin – GPR55 agonists via beta-arrestin recruitment, primary screen, imaging, U2OS cells, beta-arrestin-GFP redistribution (AID 1961); U2OS GPR55 beta-arrestin-GFP redistribution imaging; higher % means a stronger effect; one-dose activation, % at 10 µM; EC50 in µM for titrated hits; hit rate 0.048% among 290,000;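 active = activation above 40% with more than 50 cells counted in the well; inconclusive = wells holding fewer than 50 cells, flagged as toxic or sparse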;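 also: U2OS osteosarcoma cells stably expressing GPR55 and beta-arrestin-GFP; plate controls were DMSO negative control for no effect and LPI positive control for full effect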
GPR55 LPI antagonism – GPR55 antagonists blocking LPI-driven arrestin recruitment, primary screen, imaging, U2OS, beta-arrestin-GFP, LPI agonist (AID 2013); G-protein coupled receptor 55 (Homo sapiens); U2OS GPR55 beta-arrestin-GFP translocation imaging, LPI antagonism; higher % means a stronger effect; inhibition, % at 10 µM, or IC50 in µM where a hit was titrated; hit rate 0.13% among 290,000;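 active = spots per cell inhibited over 60%, with over 100 cells counted and total cytoplasm intensity under 500,000; inconclusive = wells with under 100 cells, flagged as likely toxic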;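 also: U2OS cells stably carrying GPR55 and arrestin-GFP stimulated by 5 µM LPI near EC80; imaged beta-arrestin-GFP aggregate spots per cell after agonist stimulation; plate controls were LPI-stimulated DMSO wells for no effect and DMSO wells without LPI for full effect; some results filed as inactive read as strong as hits; confirmed hits need IC50 under 10 µM and bright autofluorescent wells are also inconclusive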
GPR35 arrestin U2OS – GPR35 antagonists blocking zaprinast-driven arrestin recruitment, primary screen, imaging, U2OS, beta-arrestin-GFP, zaprinast agonist (AID 2058); U2OS GPR35 beta-arrestin-GFP translocation imaging, zaprinast antagonism; higher % means a stronger effect; hit rate 0.052% among 290,000; inhibition, % at 10 µM, or IC50 in µM where a hit was titrated; G-protein coupled receptor 35 (Homo sapiens);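 active = inhibition of at least 50% with at least 30 cells and total cytoplasm GFP at most 10,000,000; inconclusive = under 30 cells or total GFP of 10,000,000 plus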
SIAH1 antagonists – Siah-1 peptide-binding antagonists, primary screen, biochemical, fluorescence polarization, rhodamine-plectin, uHTS (AID 1817); E3 ubiquitin-protein ligase SIAH1 (Homo sapiens); Siah-1 / rhodamine-plectin peptide fluorescence polarization; higher % means a stronger effect; displacement, % at 20 µM, or IC50 in µM where a hit was titrated; hit rate 0.02% among 290,000;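 active = displacement of at least 50% at 20 µM, with a fluorescence ratio check between 0.3 and a set limit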;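 also: plate controls were Siah plus tracer with DMSO for no effect and tracer alone without Siah for full effect; strong numbers were not always called active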
* hit, by the source's call; ? = inconclusive; . = no result given; [ ] = remark or other dose. A portion of the library (hit frequency here may not be typical).

SMILES	KOR beta-arrestin-1	KOR beta-arrestin-2	HIV peptide binding	AID2073	NOD1 NF-kB reporter	GPR55 beta-arrestin	GPR55 LPI antagonism	GPR35 arrestin U2OS	SIAH1 antagonists
CC(C)CC(N)C(=O)OCc1ccc([N+](=O)[O-])cc1 (configuration not stated)	17%	4.4%	-1.0%	15%	-9%	-0.1%	15%	3%	2%
COc1ccccc1C1=NN(C(=S)Nc2ccccc2)C(c2ccco2)C1 (configuration not stated)	2%	-0.4%	-1.6%	-11%	-61%	0.2%	10%	-2%	1%
CCN(CC(=O)NC1CC1)S(=O)(=O)c1ccc(OC)cc1	-7%	-0.9%	-0.4%	-6%	-42%	0.3%	2%	-10%	0%
Cc1ccc(SCCN2C(=O)NC(C)(C)C2=O)cc1	-23%	6.1%	-1.8%	3%	-1%	-0.2%	10%	10%	-4%
Cc1ccc(NC(=O)CSc2nnc(CN3CCOCC3)n2C)cc1C	31%	2.7%	3.1%	-2%	-17%	-0.1%	4%	11%	2%
Cc1ccc(NC(=O)CN2CCN(Cc3ccccc3)CC2)cc1	17%	-1.6%	-0.3%	7%	-10%	-0.3%	-11%	-2%	2%
COc1ccc(CCNC(=O)c2cnn3c(C(F)F)cc(C)nc23)cc1OC	-14%	-2.1%	-1.1%	-6%	0%	-0.2%	5%	0%	3%
Cc1ccc(OCC(=O)NNC(=O)c2cccnc2)cc1	-26%	1.9%	0.5%	23%	9%	0.0%	20%	10%	2%
O=C(Nc1cccnc1)c1ccc(Cl)c([N+](=O)[O-])c1	-21%	-1.9%	0.1%	0%	-44%	-0.5%	3%	13%	18%
CCN(CC)CCn1c(C)nc2ccccc21	.	.	0.2%	37%	-10%	0.0%	9%	1%	8%
N#Cc1c(-c2ccccc2)cc(-c2ccccc2)nc1SCC(=O)NCC(=O)O	17%	-2.5%	7.6%	-27%	-6%	1.1%	8%	7%	4%
c1cnc(NCCNc2ncccn2)nc1	-1%	0.3%	1.3%	3%	-23%	-0.2%	4%	-1%	-3%
CC(=O)N(Cc1cccnc1)Cc1cc2ccccc2[nH]c1=O	-30%	-6.6%	-0.3%	4%	0%	-0.1%	-1%	7%	0%
CC(C(=O)Nc1ccccc1)c1ccc(-c2ccccc2)c(F)c1 (configuration not stated)	-50%	4.1%	0.1%	-3%	28%	-0.2%	1%	11%	4%
COc1ccc(CNCc2ccc(C(F)(F)F)cc2)cc1OC	-16%	-2.3%	-1.4%	-8%	-32%	0.4%	2%	2%	8%
Cc1cnc(NC(=O)CSc2nnc(COc3ccccc3)o2)s1	22%	0.4%	-0.3%	0%	-4%	-0.1%	8%	7%	13%
Cc1ccc(C(=O)Cn2c(NCCO)nc3ccccc32)cc1	7%	-7.2%	-2.2%	2%	-12%	0.9%	-9%	-16%	0%
NC(=O)c1nsc(C(=O)N(c2ccccc2)C(C(=O)NCC2CCCO2)c2ccc(F)cc2)c1N (configuration not stated)	-2%	-2.0%	5.8%	3%	-34%	-0.2%	-2%	-7%	0%
O=C(Nc1cccnc1Cl)c1ccc2c(Cl)c3c(nc2c1)CCC3	-29%	-8.4%	1.1%	-4%	-40%	-0.6%	5%	6%	22%
Cc1cc(NC(=O)c2cc(-c3cccnc3)nc3c(C)c(C)ccc23)no1	23%	-2.3%	2.5%	21%	-14%	0.0%	4%	7%	0%

Taken from above:
`c1cnc(NCCNc2ncccn2)nc1` – SIAH1 antagonists = -3%
`Cc1cnc(NC(=O)CSc2nnc(COc3ccccc3)o2)s1` – KOR beta-arrestin-1 = 22%

(next part)
SMILES	KOR beta-arrestin-1	KOR beta-arrestin-2	HIV peptide binding	AID2073	NOD1 NF-kB reporter	GPR55 beta-arrestin	GPR55 LPI antagonism	GPR35 arrestin U2OS	SIAH1 antagonists
O=C(CC(c1ccccc1)c1cc(Br)ccc1O)NCCN1CCOCC1 (configuration not stated)	-34%	2.6%	-1.8%	-3%	29%	-0.3%	-10%	-13%	-3%
CCN(CC)C(=O)Cn1cc(C(=O)C(=O)NCc2ccccn2)c2ccccc21	-37%	0.1%	-0.1%	-10%	-20%	-0.1%	-6%	3%	20%
O=C(NCc1ccc(Cl)cc1)C(=O)NCC1OCCN1S(=O)(=O)c1cc(F)ccc1F (configuration not stated)	-7%	2.4%	0.7%	13%	-7%	-0.2%	10%	11%	2%
O=C(Nc1c(F)cc(F)cc1Br)c1cccnc1	24%	2.2%	-2.8%	-12%	-24%	-0.1%	-9%	-3%	3%
CS(=O)(=O)NCCOc1ccc(S(=O)(=O)NCCOc2ccccc2)cc1	2%	-4.7%	-0.1%	-4%	-13%	0.6%	-1%	9%	-5%
Cc1nc2sc(C(c3ccccc3)N3CCC(O)CC3)c(O)n2n1 (configuration not stated)	4%	-4.7%	-0.2%	6%	3%	0.6%	-1%	14%	4%
Cc1ccc(C(=O)CSC2=C(C#N)C(c3ccco3)CC(=O)N2)c(C)c1 (configuration not stated)	39%	-3.2%	-1.4%	17%	-19%	0.1%	-1%	2%	0%
CC1CC(C)CN(C(=O)CCNC(=O)Cn2ccc3ccccc3c2=O)C1 (configuration not stated)	2%	4.0%	-0.3%	1%	-22%	0.4%	6%	-5%	12%
Cc1csc(NC(=O)c2cc3c(s2)CCCC3)n1	12%	3.3%	-2.3%	-8%	-106%	-0.2%	-6%	-3%	-3%
COc1ccc(S(=O)(=O)N2CCCC(C(=O)N3CCOCC3)C2)cc1C (configuration not stated)	-4%	-2.4%	-2.9%	2%	-20%	0.1%	14%	-2%	0%
CCCc1cc(-n2ccnc2)n2c(nc3ccccc32)c1C#N	21%	-2.8%	13%	21%	.	-0.2%	17%	5%	5%
Cc1cc(C(=O)N2CCc3ccccc32)c2ccccc2n1	23%	9.5%	-1.1%	-7%	-14%	0.3%	9%	0%	1%
CC(C)CCN1CCN(Cc2ccoc2)CC1CCO (configuration not stated)	1%	5.8%	-0.4%	-7%	-8%	0.3%	3%	0%	13%
O=C(NC1CC1)C1=C[C@@H](c2csc3ccccc23)C[C@@H](OCCCCO)O1	13%	-4.8%	1.2%	14%	-9%	-0.1%	5%	-3%	0%
CCc1nc(SCC(=O)N2CCCCCC2)c2c(=O)n(C)c(=O)n(C)c2n1	-2%	-3.7%	0.6%	6%	-26%	0.4%	10%	4%	10%
O=c1cccc(-c2ccccc2)[nH]1	-45%	-2.0%	5.1%	6%	-15%	-0.3%	11%	4%	1%
O=C(C[N+]12CC[N+](CC(=O)c3ccc(F)cc3)(CC1)CC2)c1ccc(F)cc1	-15%	1.2%	1.6%	40%	-13%	-0.2%	10%	-2%	-1%
N=C1SCC(=O)N1c1ccc(Cl)cc1	-38%[20 µM]	1.2%	-0.3%	2%	-23%	-0.2%	-7%	10%	1%
CC(=O)N1CCC(N(C(=O)Nc2c(F)cccc2F)C(C)C)CC1	6%	-7.8%	1.0%	-1%	2%	-0.2%	-3%	-6%	0%
CC(=O)c1cc(C#N)c(SCC(=O)Nc2nccs2)nc1C	-19%[20 µM]	-2.5%	0.5%	23%	-58%	0.2%	-4%	-1%	0%
CSc1nnc(C)c(=O)[nH]1	-13%	7.2%	-0.5%	-1%	-4%	-0.3%	2%	-2%	3%
CCOc1ccccc1NC(=O)N1CCCC1C(=O)NCc1cccs1 (configuration not stated)	-45%	2.8%	0.1%	9%	-3%	-0.1%	-6%	19%	3%
C/C(CC(=O)Nc1ccc(C)c(Cl)c1)=N\NC(=O)C1CCCCC1	11%	0.2%	-1.3%	?	-15%	0.2%	0%	8%	-3%
C=CCn1c2ccccc2c2nnc(SC(CC)C(=O)Nc3sc4c(c3C#N)CCCC4)nc21 (configuration not stated)	13%	-0.4%	-0.1%	-15%	-9%	-0.1%	4%	7%	2%
CCOC(=O)C1C2C=CC3(CN(Cc4ccccc4)C(=O)C13)O2 (configuration not stated)	-30%	-0.1%	0.1%	-14%	-3%	-0.4%	-14%	10%	-3%
O=C(O)c1ccccc1NS(=O)(=O)c1ccc2c3c(cccc13)C(=O)N2	5%	0.1%	5.1%	2%	-10%	-0.1%	2%	0%	1%
O=C(Cc1ccccc1[N+](=O)[O-])N1CCN(c2ccc(F)cc2)CC1	-5%	0.4%	-0.6%	10%	-40%	-0.5%	-6%	2%	0%
O=C(c1ccc(-c2cccc(C(F)(F)F)c2)o1)N1CCN(c2ccccc2O)CC1	-9%	-3.0%	-1.1%	-5%	-15%	0.3%	16%	3%	6%
COc1cc2ccccc2cc1C(=O)Nc1ccccc1N1CCN(S(C)(=O)=O)CC1	-44%	15%	1.0%	?	-18%	-0.1%	-9%	4%	-1%
Cc1cc(S(=O)(=O)NCC2CCCO2)c(C)cc1Br (configuration not stated)	0%	0.3%	2.2%	17%	-39%	0.5%	-1%	12%	4%
Cc1ccc(S(=O)(=O)NCCCn2ccnc2)cc1	6%	0.3%	-0.4%	3%	4%	0.2%	-16%	6%	-2%
CCOc1ccc2nc(NC(=O)c3ccco3)sc2c1	-38%	15%	-0.9%	30%	-28%	-0.1%	-23%	18%	-5%
N#CC1=C2SCN(Cc3ccccc3)CN2C(=O)CC1c1ccccc1F (configuration not stated)	8%	-0.9%	0.1%	86%	-18%	-0.1%	4%	3%	2%
COc1ccccc1CN1CCN(Cc2nc(Cc3ccccc3)no2)CC1	-30%[20 µM]	-1.0%	-0.4%	23%	-22%	-0.1%	-2%	0%	4%
Cc1cccc2c1N(CCCOc1ccccc1)C(=O)C2=O	-45%	-0.6%	0.0%	-3%	7%	-0.1%	-8%	2%	4%
CC(C)(C)C(=O)Nc1nc2c(s1)COc1ccccc1-2	-6%	-1.0%	2.1%	6%	-21%	-0.3%	6%	-3%	7%
Cc1ccc(-c2nc(NC(=O)CSc3ccc4ccccc4n3)ns2)cc1	-9%	5.9%	-1.0%	0%	-54%	-0.3%	0%	17%	2%
CCCOC(=O)C1[C@H]2C(=O)N(Cc3ccco3)C[C@]23C=C[C@H]1O3 (some centres not stated)	-25%	9.8%	1.3%	29%	-18%	-0.2%	-8%	2%	0%
CCOC(=O)C(=O)NC(C)CCc1ccccc1 (configuration not stated)	8%	-0.4%	-1.3%	-8%	-17%	0.1%	3%	4%	6%
